# Screening data from PubChem.
# D3 ag: qHTS of D3 Dopamine Receptor Agonist: qHTS; D3R DiscoveRx beta-arrestin cells, luminescence, 90 min; max activation, %; AID 652048, 2013; hit rate 0.58% among 410,000; D(3) dopamine receptor (Homo sapiens), P35462; in the data active = max activation above about 30%; also: 0% is about no effect; mostly tested at two doses, the higher about 12 µM
# Target sequence (P35462 whole entry, looked up): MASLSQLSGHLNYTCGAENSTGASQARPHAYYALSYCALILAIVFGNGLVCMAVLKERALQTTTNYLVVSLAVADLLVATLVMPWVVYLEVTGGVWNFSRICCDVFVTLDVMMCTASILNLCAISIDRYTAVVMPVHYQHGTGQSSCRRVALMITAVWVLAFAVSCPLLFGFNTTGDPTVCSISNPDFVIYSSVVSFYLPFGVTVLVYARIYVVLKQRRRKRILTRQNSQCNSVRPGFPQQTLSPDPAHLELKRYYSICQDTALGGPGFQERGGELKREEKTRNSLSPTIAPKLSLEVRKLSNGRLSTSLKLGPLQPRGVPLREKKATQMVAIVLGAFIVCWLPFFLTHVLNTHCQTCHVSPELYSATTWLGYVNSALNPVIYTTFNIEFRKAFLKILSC
#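 Agonist-mode cell screen: cells plated at 1500/well and incubated overnight at 37 °C, then exposed to library compounds for 90 min at 37 °C. Detection reagent was added for 30–60 min at room temperature, and luminescence was read.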
# EPAC2 antagonist: qHTS for Antagonist of cAMP-regulated guanine nucleotide exchange factor 2 (EPAC2): primary screen; Rap guanine nucleotide exchange factor 4 (Homo sapiens), Q8WZA2; AID 720708, 2013; hit rate 0.18% among 360,000; Potency, µM (top dose mostly 114 µM), inactives show at the highest dose activity, negative = inhibition, most hits filed as inhibitors; EPAC2 GEF exchange of Rap1B-BODIPY-GDP, fluorescence; also: potency is read from the fitted curve at half-maximal effect; % is scaled to controls: 0 for no effect and ±100 for the full control effect; nearly all actives have a fitted effect of over 45% in size; many of its hits are not listed in these tables
# CCT chaperon mod: High-Throughput Screening for Modulators of Cytosolic Chaperonin Activity; hit rate 0.3% among 360,000; purified chaperonin ATPase assay, HTRF ADP detection, 30 min; activity change, % (test concentration not listed), hits read low; AID 651819, 2012; in the data active = activity change below about -30%; also: % is scaled to controls: 0 for no effect and ±100 for the full control effect
#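 First, chaperonin was dispensed at 40 nM or 20 nM final depending on batch activity. Next, compounds were pinned at 76 uM and ATP added at 10 uM. After 30 min at 37 °C, ADP detection reagents ran 30 min at ambient temperature.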
# DRD3 antagonist: qHTS of D3 Dopamine Receptor Antagonist: qHTS; hit rate 2.5% among 360,000; AID 652054, 2013; max response, negative = inhibition, %; D3R cells, DiscoveRx beta-arrestin luminescence, antagonist mode; active compounds read low; in the data active = max response below about -50%; inconclusive = no clear call, values can overlap the other calls; also: % is scaled to controls: 0 for no effect and ±100 for the full control effect; mostly tested at two doses, the higher about 12 µM
#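 Cells plated overnight at 1500 cells/well, then exposed to library compounds with dopamine controls for 90 minutes at 37 degrees C. DiscoveRx reagent added for 30–60 minutes at room temperature; luminescence read, quantitative HTS format.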
# Mm-Cpn inhibitor: Inhibitors of TCP-1 ring complex (TRiC) of Methanococcus maripaludis (MmCpn): qHTS; purified Mm-Cpn ATPase, ADP Transcreener TR-FRET; Potency, µM (series often up to 76.9 µM), inactives show at the top dose activity, negative = inhibition, usual class: inhibitors; hit rate 0.031% among 330,000; AID 504842, 2011; also: potency is read from the fitted curve at half-maximal effect; % is scaled to controls: 0 for no effect and ±100 for the full control effect; nearly all actives have a fitted effect of over 80% in size
#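 Eu-cryptate anti-ADP/ADP-d2 competition gives a ratio inversely related to ADP. Enzyme at 25 nM was pre-exposed to compound for 10 min, then given 10 uM ATP for 30 min, 37°C throughout.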
# PTHR1 ag: qHTS for PTHR1 Agonists: Primary Screen. Potency, µM (highest dose often 115 µM), for the others: top-dose activation, actives largely listed as activators. hit rate 0.075% among 410,000. Parathyroid hormone/parathyroid hormone-related peptide receptor (Homo sapiens), Q03431. HEK293 GP2 PTHR1 cells, GloSensor cAMP luminescence, 1 h. AID 743266, 2014; also: potency is read from the fitted curve at half-maximal effect; nearly all actives have a fitted effect of over 55% in size; some results filed as inactive show a strong effect at the top dose; inactives centre near -15; many of its hits are not listed in these tables
# Target sequence (Q03431 whole entry, looked up): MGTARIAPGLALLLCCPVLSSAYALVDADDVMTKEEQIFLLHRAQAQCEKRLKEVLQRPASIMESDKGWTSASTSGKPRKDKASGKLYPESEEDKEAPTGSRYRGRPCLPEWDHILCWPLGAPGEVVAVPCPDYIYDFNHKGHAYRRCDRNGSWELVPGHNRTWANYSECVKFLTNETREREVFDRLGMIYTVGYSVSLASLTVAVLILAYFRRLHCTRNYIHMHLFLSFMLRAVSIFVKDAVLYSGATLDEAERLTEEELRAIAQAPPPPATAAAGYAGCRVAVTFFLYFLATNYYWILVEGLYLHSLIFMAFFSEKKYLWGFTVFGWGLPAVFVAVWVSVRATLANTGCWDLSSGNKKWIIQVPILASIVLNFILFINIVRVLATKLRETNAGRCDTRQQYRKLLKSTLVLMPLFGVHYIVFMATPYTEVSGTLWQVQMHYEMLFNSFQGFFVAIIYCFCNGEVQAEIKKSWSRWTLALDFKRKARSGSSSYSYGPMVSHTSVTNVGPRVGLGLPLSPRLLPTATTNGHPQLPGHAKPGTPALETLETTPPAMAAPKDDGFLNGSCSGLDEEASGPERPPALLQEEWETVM
#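 HEK-293-derived GP2 cells expressing PTHR1 and a GloSensor cAMP reporter, 3,000/well, plated overnight, given luciferin plus IBMX (each 0.5 mM as added) for 1 h at 37 °C, then compound for 1 h at 37 °C. Luminescence was read after 15 min at room temperature.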
# pAkt inh: HTS Assay for Inhibitors of Akt Phophorylation: Primary Screen | Neuro2A IGF-stimulated pAkt S473 HTRF, 20 min; active compounds read low | activity change, % for hits at 50 µM | hit rate 0.32% among 360,000; in the data active = activity change below about -80%; inconclusive = mostly about -51% to -80%; also: % is scaled to controls: 0 for no effect and ±100 for the full control effect
#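 Neuro2A cells in DMEM with 0.5% FBS, overnight at 37 deg C, given compound at single 50 µM final, then IGF (6 nM final) for 20 min at 37 deg C. Lysed; phospho-Akt Ser473 by HTRF after 24 h, 665/615 ratio.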
# EPAC2 agonist: qHTS for Agonist of cAMP-regulated guanine nucleotide exchange factor 4 (EPAC2): primary screen | Rap guanine nucleotide exchange factor 4 (Homo sapiens), Q8WZA2 | EPAC2 activation, biochemical qHTS; response scale: 100% = 6.5 mM cAMP response | Potency, µM (highest dose often 154 µM), without a hit: at the highest dose activation, actives largely listed as activators | hit rate 0.079% among 360,000 | AID 720711, 2013; also: potency is read from the fitted curve at half-maximal effect; nearly all actives have a fitted effect of over 50% in size
#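 Exchange assay: 100 nM EPAC2 with 250 nM Rap1B-BODIPY-GDP and 50 uM GDP. Fluorescence (ex 480/em 540 nm) read every 5 min for 30 min at room temperature. Data normalized to 6.5 mM cAMP as agonist control.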
# Active calls of the source: *; i = inactive; ? = inconclusive; . = not tested or not shown; & = joins results of further samples; [ ] = another dose, or the depositor's remark. Unless noted, calls follow the shape of the dose curve; as a rule, active = well fitted curve in the direction sought with a large enough effect; inconclusive = small, poorly fitted or top-dose-only effect, or another doubt; inactive = no such curve, though single readings can be large; an effect the other way counts as inactive or inconclusive.
entry	SMILES	D3 ag	EPAC2 antagonist	CCT chaperon mod	DRD3 antagonist
1	Cc1ccc(C(C)C)c(OCC(=O)NNC(=O)C2CSC3(C)CCC(=O)N23)c1 (centres undefined)	0	13%	-1.4	4
2	O=C1C2CC=C(Cl)CC2C(=O)N1CNc1ccccn1 (centres undefined)	3	-21%	1.2	7
3	CC(=O)N1CC(C)Sc2ccc(S(=O)(=O)NC3CCCCC3C)cc21 (centres undefined)	8	-14%	-2.6	9
4	CCOC(=O)[C@@H]1[C@H]2COc3ccc(Br)cc3[C@H]2N2C(=O)N(c3ccc(Br)cc3)C(=O)[C@]12C	2	0%	-0.8	14
5	Cc1cccc([C@@H]2[C@@H]3C(=O)N(Cc4ccccc4)C(=O)[C@@H]3[C@]3(Cc4ccc(Cl)cc4)C(=O)N(c4ccc(Br)cc4)C(=O)N23)c1	4	2%	-1.2	3
6	O=C(NCC(c1ccc(F)cc1)N1CCOCC1)c1ccc(C(=O)c2ccccc2)cc1 (centres undefined)	-3	?	1.2	-19
7	Cc1ccc(-c2cc(C(=O)O)c3cc(Br)ccc3n2)s1	-1&-16	-29%&-13%	-0.6&-0.1	4&0
8	N=c1c(C(=O)NCc2ccco2)cc2c(=O)n3ccccc3nc2n1CCc1ccccc1	-3	1%	-5.1	-7
9	O=C(Sc1nnc(-c2ccccc2)o1)N1c2ccccc2Sc2ccccc21	-4	-10%	-18	-11
10	O=C(/C=C/c1cccc(F)c1)OCC(=O)N1CCc2ccccc21	0	7%	-1.2	1

entry	Mm-Cpn inhibitor	PTHR1 ag	pAkt inh	EPAC2 agonist
1	-3%	-6%	i	1%
2	-1%	-92%[inhibitor]	i	8%
3	2%	-17%	i	7%
4	-2%	-24%	i	11%
5	-1%	i	i	-2%
6	1%	-65%[inhibitor]	i	1%
7	?	-32%&-10%[inhibitor]	i	-4%&8%
8	0%	i	i	9%
9	?	-17%	i	16%
10	-5%	i	i	-7%

# The list goes on:
entry	SMILES	D3 ag	EPAC2 antagonist	CCT chaperon mod	DRD3 antagonist
11	CC(C)NC(=O)N(C)C[C@H]1Oc2ccc(NS(=O)(=O)c3cccs3)cc2C(=O)N([C@H](C)CO)C[C@@H]1C	3	0%	-0.3	8
12	CC(=O)OCCNc1cc(N2CCN(C)CC2)c2noc3c2c1C(=O)c1ccccc1-3	-23	36%[activator]	-3.6	-52*
13	COc1ccc(S(=O)(=O)Nc2nc3c(s2)CCCC3)cc1	1	-5%	0.8	-8
14	CCCCn1c(N)c(N(CC(C)C)C(=O)c2ccc(F)c(S(=O)(=O)N3CCOCC3)c2)c(=O)[nH]c1=O	-7	15%	-0.5	-3
15	COc1ccc2nc(NC(=O)CSCc3c(C)noc3C)sc2c1	1	3%	1.1	6
16	O=C(Nc1nc2ccccc2s1)c1ccc([N+](=O)[O-])o1	-9	5%	-5.5	-22
17	NC(=O)CC(NC(=O)Cc1ccc(Cl)cc1)c1ccc(NCc2ccccc2)c([N+](=O)[O-])c1 (centres undefined)	0	10%	1.2	-2
18	COc1ccc(NC(=O)Cc2ccsc2)c(OC)c1	2	0%	-1.2	4
19	Cc1oc(C(C)(C)C)cc1C(=O)Nc1ccc(C(=O)O)cc1	4	-15%[57.1 µM]	0.7	-2
20	CCN1C(=O)[C@H]2[C@@H](c3ccc(C(F)(F)F)cc3)N[C@]3(CCCN(Cc4ccc(C)cc4)C3=O)[C@H]2C1=O	-4	-14%	1.2	7

entry	Mm-Cpn inhibitor	PTHR1 ag	pAkt inh	EPAC2 agonist
11	1%	i	i	10%
12	-20%	-1%	i	?
13	1%	i	i	-1%
14	-2%	-24%	i	3%
15	0%	-31%[inhibitor]	i	-4%
16	1%	-24%	i	1%
17	-5%	-22%	i	1%
18	0%	i	i	6%
19	-4%	i	i	19%
20	.	-2%	i	-10%

# Next entries follow:
entry	SMILES	D3 ag	EPAC2 antagonist	CCT chaperon mod	DRD3 antagonist
21	COC(=O)[C@H]1C[C@H]1[C@@H](NC(=O)c1ccc[nH]1)c1ccccc1	13	-3%	0.3	33
22	CCn1c(-c2ccccc2O)n[nH]c1=S	-15	19%	-1.1	-21
23	COc1ccc(S(=O)(=O)NCc2cccnc2)cc1NC(=O)c1ccc(Cl)cc1	0	-8%	0.8	0
24	O=C(CN(Cc1ccccc1)C(=O)c1csnn1)NCCc1ccccc1	5	-2%	-1.7	0
25	O=S(=O)(c1ccc(Cl)cc1)N1CCCC1c1nc2ccccc2s1 (centres undefined)	-1	9%	1.4	-3
26	CCc1ccc(NC(=O)CSc2nc3c(c(=O)n(C)c(=O)n3C)n2C)cc1	3	-5%	-2.9	11
27	FC(F)(F)c1cnc(NNC(=S)Nc2ccc(Cl)cc2)c(Cl)c1	-12	-2%	0.5	-64*
28	Cn1c(=O)[nH]c(=O)c2c1nc(NC1CCCC1)n2Cc1ccccc1	-3	-11%	-0.4	-1
29	Oc1ccccc1-c1n[nH]c(=S)n1Cc1ccco1	-29	-2%	-4.4	-30
30	CN1CCN(c2ccc(NC(=O)Cc3ccccc3)cc2)CC1	3	-7%	0.1	17

entry	Mm-Cpn inhibitor	PTHR1 ag	pAkt inh	EPAC2 agonist
21	.	-25%	i	5%
22	-2%	i	.	7%
23	-2%	i	i	-4%
24	-1%	i	i	7%
25	1%	-95%[inhibitor]	i	14%
26	-1%	-8%	i	13%
27	1%	-25%	i	-18%
28	-1%	-13%	i	5%
29	1%	i	i	-3%
30	2%	i	i	8%

# Next section:
entry	SMILES	D3 ag	EPAC2 antagonist	CCT chaperon mod	DRD3 antagonist
31	COc1ccc(N2CCN(C(=O)C3CCCN(S(=O)(=O)c4cccc5cccnc45)C3)CC2)cc1 (centres undefined)	0	4%	-4.1	-1
32	COC(=O)[C@@]1(Cc2ccc(OC)cc2)[C@H]2c3cc(C(=O)N4CCCC4)n(Cc4ccc(Cl)c(C(F)(F)F)c4)c3C[C@H]2CN1C(=O)c1ccccc1	-2	-2%	-0.2	5
33	CCOC(=O)[C@]12CCC=C1N(Cc1ccc(Cl)cc1Cl)C(=O)[C@H](CC(=O)N1CCC(c3ccccc3)CC1)C2	-1	1%	0.4	-13
34	Cc1onc(-c2ccccc2Cl)c1C(=O)NCc1cccs1	-2	6%	0.6	19
35	CNC(=O)c1ccsc1NC(=O)c1ccccc1	-5	-5%	-2.3	0
36	CCCCCCCNC(=O)C1(CC2CC(c3ccccc3)=NO2)CCN(C(=O)c2ccccc2)CC1 (centres undefined)	17	12%	-12	?
37	CCN(CC(=O)Nc1ccc(NC(C)=O)cc1)C(=O)c1ccc(COc2ccccc2)o1	-1	5%	2.1	3
38	Cc1ccc(-c2cc(C(=O)N3N=C(C(F)F)CC3(O)C(F)F)c3ccccc3n2)cc1C (centres undefined)	-4	-22%	-1.3	-4
39	COc1ccccc1CNC(=O)c1cc2c(C)nn(Cc3ccc(F)cc3)c2s1	7	-1%	0.1	?
40	COc1cccc(OC)c1C(=O)N1CCN(c2ccccn2)CC1	-6	17%	6.0	-12

entry	Mm-Cpn inhibitor	PTHR1 ag	pAkt inh	EPAC2 agonist
31	2%	-36%[inhibitor]	i	11%
32	.	i	i	-4%
33	.	-22%	i	-1%
34	-1%	-3%[57.5 µM]	i	-10%
35	-4%	i	i	11%
36	0%	i	i	1%
37	0%	-9%	i	3%
38	0%	-19%[57.5 µM]	i	-1%
39	-4%	-17%[57.5 µM]	i	18%
40	.	-23%[57.5 µM]	i	7%

# Next structures.
entry	SMILES	D3 ag	EPAC2 antagonist	CCT chaperon mod	DRD3 antagonist
41	NS(=O)(=O)c1ccc(CCNC(=O)c2ccc(NS(=O)(=O)c3ccc4[nH]c(=O)[nH]c4c3)cc2)cc1	1	-7%	0.6	15
42	COc1ccc(OC)c(NC(=O)COC(=O)CNC(=O)c2ccc(OC)c(OC)c2)c1	0	5%	-0.2	?
43	CCOCCCNC(=O)c1cccc(NC(=O)C2=C(C)OCCS2)c1	1	3%	-0.1	6
44	CC(=O)c1ccc(NC(=O)NCc2ccc(F)cc2)cc1	-1	4%	1.6	1
45	CCOc1ccc(N(C)S(=O)(=O)c2ccc3[nH]cc(C(=O)NCC4CCCO4)c(=O)c3c2)cc1 (centres undefined)	3	-4%	-0.7	21
46	O=C(Nc1ccc2c(c1)CCC2)Nc1ccccc1F	-14	-6%	-0.4	1
47	C=CCOc1nc2c(c(=O)n(C)c(=O)n2C)n1C	9	5%	-2.1	17
48	CCCCCCNC(=O)N[C@@H](C(=O)NCCC[C@H]1CN2C(=NC[C@@H]2Cc2ccccc2)N1CCc1cccc(OC)c1)C(C)C	-52	3%	-2.7	0
49	Cc1ccc(-c2ccc(/C=N/n3cnnc3)o2)cc1Cl	-7	-1%	0.3	19
50	CN1CCN(NC(=O)c2ccc(F)cc2)CC1	-1	-2%	-4.4	29

entry	Mm-Cpn inhibitor	PTHR1 ag	pAkt inh	EPAC2 agonist
41	-3%	-78%[inhibitor]	i	6%
42	1%	i	.	2%
43	-1%	i	i	7%
44	-2%	-8%	i	3%
45	-1%	-29%	i	2%
46	1%	-92%[inhibitor]	i	8%
47	0%	-2%[57.5 µM]	i	3%
48	?	-16%	i	-4%
49	-1%	i	i	9%
50	-1%	i	i	11%

# Some of the compounds tested; count on the stated rates, not on these rows.
